PAFAH2 inh = inhibitors of human PAFAH2; recombinant PAFAH2, FP-rhodamine activity probe, fluorescence polarization; inhibition, % at 3.39 µM; 340,000 compounds, 0.99% hits;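 active = inhibition above the mean over all tested compounds plus 3 SD, cut at about 30% in these data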;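 also: inhibitors block probe labeling of enzyme so polarization drops; 0% = enzyme with DMSO and 100% = wells lacking PAFAH2 protein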
PAFAH1B2 inh = blocks human PAF acetylhydrolase 1b catalytic subunit 2. P68402. recombinant PAFAH1B2, FP-rhodamine activity probe, fluorescence polarization. inhibition, % at 3.39 µM. 340,000 compounds, 1.2% hits;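 active = inhibition above the mean of all tested compounds plus 3 SD, cut at about 24% in these data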;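 also: 0% = enzyme with DMSO and 100% = wells lacking PAFAH1B2; many of its hits are not listed in these tables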
PAFAH1B3 FP inh = blocks human PAF acetylhydrolase 1B catalytic subunit 3; Q15102; recombinant PAFAH1B3, FP-rhodamine probe, fluorescence polarization; inhibition, % at 3.39 µM; 340,000 compounds, 0.28% hits;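 active = inhibition above the screen-wide average of all tested compounds plus 3 SD, cut at about 25% in these data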;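 also: 0% = enzyme with DMSO only and 100% = wells lacking PAFAH1B3 protein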
Target sequence (Q15102 whole entry, looked up): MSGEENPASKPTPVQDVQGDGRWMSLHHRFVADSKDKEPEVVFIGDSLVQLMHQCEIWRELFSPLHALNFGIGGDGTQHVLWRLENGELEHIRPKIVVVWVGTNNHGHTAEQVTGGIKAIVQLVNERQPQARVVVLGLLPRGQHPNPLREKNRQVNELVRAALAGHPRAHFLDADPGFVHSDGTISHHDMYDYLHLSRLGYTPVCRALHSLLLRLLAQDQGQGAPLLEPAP
LYPLA2 inh = blocks human lysophospholipase 2, a PME1 counter-screen | inhibition, % at 5.9 µM | 320,000 compounds, 0.38% hits | O95372 | recombinant LYPLA2, FP-Rh probe fluorescence polarization;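 active = inhibition above the screen-wide mean plus 3 SD, limit set per campaign, cut at about 26% in these data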;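 also: 0% = LYPLA2 with DMSO and 100% = wells lacking LYPLA2 enzyme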
PAD4 inh = PAD4 (human) enzyme inhibition; 330,000 compounds, 0.41% hits; recombinant PAD4, RCA probe fluorescence polarization; Q9UM07; AID 485272; inhibition, % at 6.36 µM;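 active = percent inhibition above a cutoff equal to the mean of all tested compounds plus 3 SD, cut at about 15% in these data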;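 also: 0% = PAD4 with RCA probe and DMSO and 100% = probe without PAD4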
pPAFAH FP inh = pPAFAH (human) enzyme inhibition | recombinant pPAFAH, FP-rhodamine probe fluorescence polarization | inhibition, % at 3.39 µM | 330,000 compounds, 1.5% hits;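 active = inhibition above the mean inhibition across the screen plus 3 SD, cut at about 25% in these data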;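 also: inhibitors block binding of the rhodamine activity-based probe so polarization drops; 0% = enzyme with DMSO and 100% = wells lacking pPAFAH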
Target sequence (Q13093 whole entry, looked up): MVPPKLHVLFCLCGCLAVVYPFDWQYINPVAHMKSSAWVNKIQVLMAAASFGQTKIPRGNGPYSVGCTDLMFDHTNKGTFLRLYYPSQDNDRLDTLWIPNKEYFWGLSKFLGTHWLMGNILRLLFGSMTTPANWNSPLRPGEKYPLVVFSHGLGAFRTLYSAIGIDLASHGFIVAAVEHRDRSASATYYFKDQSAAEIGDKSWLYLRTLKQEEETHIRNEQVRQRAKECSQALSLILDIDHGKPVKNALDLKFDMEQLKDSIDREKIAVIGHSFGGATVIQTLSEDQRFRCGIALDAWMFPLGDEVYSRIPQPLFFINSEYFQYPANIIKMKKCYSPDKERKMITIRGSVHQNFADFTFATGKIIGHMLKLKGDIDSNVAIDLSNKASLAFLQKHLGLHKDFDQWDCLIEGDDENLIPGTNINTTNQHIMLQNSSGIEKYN
PME-1 inh = blocks human protein phosphatase methylesterase 1. Q9Y570. 320,000 compounds, 0.53% hits. inhibition, % at 5.9 µM. recombinant PME-1, FP-Rh probe fluorescence polarization;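 active = inhibition above the campaign mean of all compounds plus 3 SD, cut at about 26% in these data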;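 also: competitive labeling of PME-1 active site by serine hydrolase directed probe; 0% = PME-1 with DMSO and 100% = wells lacking PME-1 enzyme; inhibitors block probe labeling so polarization falls and inhibition rises; many of its hits are not listed in these tables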
LYPLA1 counter = counter-screen for PME1 inhibitors: inhibitors of human LYPLA1 | AID 2174 | 320,000 compounds, 0.16% hits | recombinant LYPLA1, FP-Rh probe fluorescence polarization | inhibition, % at 5.9 µM;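 active = inhibition above the mean of all tested compounds plus 3 SD, set per campaign, cut at about 14% in these data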;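 also: inhibitors block serine hydrolase probe labeling of LYPLA1 so polarization falls; 0% = enzyme with DMSO and 100% = wells lacking LYPLA1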
GSTO1 counter = GSTO1 inhibition, counter-screen for RBBP9 inhibitors; recombinant GSTO1, activity-based probe fluorescence polarization; P78417; 300,000 compounds, 1.1% hits; inhibition, % at 5.96 µM;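 active = inhibition above the campaign mean inhibition plus 3 SD, cut at about 35% in these data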;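 also: 0% = GSTO1-1 with DMSO and 100% = wells lacking GSTO1-1 enzyme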
Target sequence (P78417 whole entry, looked up): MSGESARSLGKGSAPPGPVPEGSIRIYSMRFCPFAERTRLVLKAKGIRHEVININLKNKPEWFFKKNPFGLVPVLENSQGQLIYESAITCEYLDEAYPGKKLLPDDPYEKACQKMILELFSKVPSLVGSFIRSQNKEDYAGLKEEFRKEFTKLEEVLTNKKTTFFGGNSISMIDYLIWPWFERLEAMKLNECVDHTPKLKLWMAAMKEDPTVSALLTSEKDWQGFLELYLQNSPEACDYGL
An asterisk follows results filed as active; / = no result given; & = joins results of further samples.

Results follow in this order: PAFAH1B2 inh, PAFAH1B3 FP inh, PAFAH2 inh, GSTO1 counter, PME-1 inh, LYPLA2 inh, PAD4 inh, LYPLA1 counter, pPAFAH FP inh
- O=C(C1CCCC1)N1CCN(S(=O)(=O)c2ccc(F)cc2)CC1
    4, 14, 3, 10, 7, -8, -1, 1, -9
- Cc1ccc(NC(=O)CCc2nc(-c3cccs3)no2)c(Br)c1
    0, 0, 0, -1, 1, -1, -3, -2, 4
- NS(=O)(=O)c1cnccc1Nc1ccc(Cl)cc1
    6, 4, -4, -3, -2, 2, 0, 1, 1
- C#CCOCCOCCOCCNc1nc(N2CCN(C(=O)C([C@@H](C)CC)n3cc(C(N)CC(C)C)nn3)CC2)nc(N2CCN(C(=O)[C@H](CCCCN)n3cc(C(N)COC(=O)C(F)(F)F)nn3)CC2)n1 (stereo not given in full)
    /, /, /, 7, -1, 6, -6, 1, -5
- O=C1[C@@H]2[C@H](Cc3ccc(O)cc3)N[C@]3(C(=O)Nc4ccccc43)[C@@H]2C(=O)N1c1ccc(F)cc1
    5, 8, 3, 0, -3, 2, -2, 0, -1
- COc1ccc(S(=O)(=O)N2CCC(C(N)=O)(N3CCCCC3)CC2)cc1OC
    2, 12, -5, 4, -3, -5, 1, -2, -3
- O=C(OC(C(=O)NC1CCCCC1)c1ccc(C(F)(F)F)cc1)c1ccco1 (stereo not given)
    4, 4, 5, -2, -6, -6, 5, 0, 0
- O=C(c1ccccc1)C1CCN(C(=O)C2CCC(=O)N(Cc3ccccc3F)C2)CC1 (stereo not given)
    -2, 7, -5, 0, 13, 13, -3, 4, 2
- Cc1cc(NC(=O)CSc2nc3ccsc3c(=O)n2Cc2ccccn2)n[nH]1
    2, 10, -1, 3, 3, 3, 1, -2, 3
- NS(=O)(=O)c1ccc2nc(NC(=O)c3ccc(Br)o3)sc2c1
    0, 4, -2, -28, -12, -4, -8, -5, -1
- Cn1nc(C(=O)NNc2c(F)c(F)cc(F)c2F)c2ccccc2c1=O
    2, 0, 1, 5, 2, 9, 1, 1, 5
- Cc1ccc2c(c1)nnn2C1CCN(S(=O)(=O)c2ccc(C(=O)O)cc2)CC1
    6, 3, 4, 1, -3, 0, -2, -2, -1
- N#C/C(=N\Nc1ccc([N+](=O)[O-])cc1)C(N)=S
    -6, -3, -4, -3, 5, -7, -6, -1, 11
- COC(=O)C1=C(C)N(Cc2ccc(C)cc2)C(=O)C1
    2, 5, 12, -4, 1, 4, -1, -2, 8
- CCNC(=O)CON=C1c2ccccc2-c2ccccc21
    -11, 11, -3, -2, 2, -1, -1, -5, 2
- Cc1cc(NC(=O)CSc2ncnc3c2cnn3-c2cccc(Cl)c2)no1
    -4, 2, 1, -6, 0, 4, -1, 0, 7
- COc1ccccc1/C=C/C(=O)OCC(=O)Nc1c(F)cccc1F
    -2, 3, 53*, -9, -4, 1, 0, -2, 12
- COc1ccccc1/C=C1\SC(=S)N(CCC(=O)NCCCN2CCOCC2)C1=O
    5, 3, 3, 5, -8, 1, -6, 2, 0
- O=C(C1CC1)N1CCc2cc(S(=O)(=O)NCc3ccccc3)ccc21
    5, 1, -1, -1, 3, 8, 4, 5, 2
- COc1ccc(Nc2cc3n(c(=O)n2)CCc2cc(OC)c(OC)cc2-3)cc1
    2, 6, 11, -9, 0, -4, -10, -1, -4

Gathered by group, the compounds so far containing two or more sulfur atoms
Results follow in this order: PAFAH1B2 inh, PAFAH1B3 FP inh, PAFAH2 inh, GSTO1 counter, PME-1 inh, LYPLA2 inh, PAD4 inh, LYPLA1 counter, pPAFAH FP inh
- Cc1cc(NC(=O)CSc2nc3ccsc3c(=O)n2Cc2ccccn2)n[nH]1
    2, 10, -1, 3, 3, 3, 1, -2, 3
- NS(=O)(=O)c1ccc2nc(NC(=O)c3ccc(Br)o3)sc2c1
    0, 4, -2, -28, -12, -4, -8, -5, -1
- COc1ccccc1/C=C1\SC(=S)N(CCC(=O)NCCCN2CCOCC2)C1=O
    5, 3, 3, 5, -8, 1, -6, 2, 0

Other structures follow:
Results follow in this order: PAFAH1B2 inh, PAFAH1B3 FP inh, PAFAH2 inh, GSTO1 counter, PME-1 inh, LYPLA2 inh, PAD4 inh, LYPLA1 counter, pPAFAH FP inh
- O=C(Nc1cccc(C(=O)Nc2ccc(F)cc2F)c1)c1ccccc1
    -1, 10, -6, -6, 3, 0, -3, -1, 0
- CC(C)(CO)NS(=O)(=O)c1ccc2c(c1)oc(=O)c1cc(S(=O)(=O)NC(C)(C)CO)ccc12
    -2, 6, -15, -7, -8, -7, 0, -6, 5
- Cc1ccc(O)c(C(=O)c2cnc3c(c2)CN(CCC(C)C)C(=O)N3)c1
    6, -1, -10, -13, -16, -14, -4, -3, -2
- CC(C)Oc1ccc(C2CC(=O)NC3=C2C(=O)CCC3)cc1 (stereo not given)
    3, -1, 1, -2, 0, -5, -5, -1, 4
- CCOC(=O)c1cnc(SC)nc1N1CCCC1
    8, -1, 2, 15, 5, 5, -2, 4, 3
- Cc1cc(Cl)ccc1N1C(=O)CC(SCCC(=O)O)C1=O (stereo not given)
    -5, 5, -9, 1, -4, -1, -2, 1, 1
- Cn1cc(C[C@H](NC(=O)OC(C)(C)C)C(=O)N[C@H](CO)Cc2ccccc2)c2ccccc21
    6, 10, 5, 2, 5, -1, 3, 2, 5
- COCCCNc1nc(CC(C)C)nc2c1nnn2Cc1ccccc1
    6, 8, 5, 1, 1, 3, 0, 3, 13
- Cc1ccc(-n2nc3c(c2NC(=O)c2c(-c4ccccc4Cl)noc2C)CSC3)cc1
    /, /, /, -1, -7, -11, 3, -7, 2
- Cc1coc2c(C)c3oc(=O)c4c(c3cc12)CCCC4
    5, 12, 0, -1, 3, 2, 1, -3, 8

Looked up one by one from the entries so far, 3 records:
Results follow in this order: PAFAH1B2 inh, PAFAH1B3 FP inh, PAFAH2 inh, GSTO1 counter, PME-1 inh, LYPLA2 inh, PAD4 inh, LYPLA1 counter, pPAFAH FP inh
- Cc1ccc(O)c(C(=O)c2cnc3c(c2)CN(CCC(C)C)C(=O)N3)c1
    6, -1, -10, -13, -16, -14, -4, -3, -2
- Cc1ccc(-n2nc3c(c2NC(=O)c2c(-c4ccccc4Cl)noc2C)CSC3)cc1
    /, /, /, -1, -7, -11, 3, -7, 2
- CCOC(=O)c1cnc(SC)nc1N1CCCC1
    8, -1, 2, 15, 5, 5, -2, 4, 3

Part of the list above, limited to PAFAH1B3 FP inh and PME-1 inh.
Compound,PAFAH1B3 FP inh,PME-1 inh
CC(C)Oc1ccc(C2CC(=O)NC3=C2C(=O)CCC3)cc1 (stereo not given),-1,0
CCOC(=O)c1cnc(SC)nc1N1CCCC1,-1,5
Cc1cc(Cl)ccc1N1C(=O)CC(SCCC(=O)O)C1=O (stereo not given),5,-4
Cn1cc(C[C@H](NC(=O)OC(C)(C)C)C(=O)N[C@H](CO)Cc2ccccc2)c2ccccc21,10,5

The list goes on.
Results follow in this order: PAFAH1B2 inh, PAFAH1B3 FP inh, PAFAH2 inh, GSTO1 counter, PME-1 inh, LYPLA2 inh, PAD4 inh, LYPLA1 counter, pPAFAH FP inh
- CCCNC(=O)CCn1c(=S)oc2ccccc21
    4, 8, -7, -7, 4, 5, 1, 1, 0
- CC(C)C(NS(=O)(=O)c1ccc2c(c1)oc(=O)n2C)C(=O)N1CCN(C2CCCCC2)CC1 (stereo not given)
    0, 6, 10, 3, -5, -2, 3, 1, 7
- COc1ccc2c(c1)C(=O)OC2CC(=O)O (stereo not given)
    5, 15, 5, 3, 4, -2, -2, -2, 0
- CCOC(=O)C1=NOC2C(=O)N(c3ccc(Cl)cc3Cl)C(=O)C12 (stereo not given)
    10, 8, 3, 6, -6, -2, -1, -2, 1
- CCOC(=O)C1=C(C)Nc2ncnn2C1c1ccc(N(C)C)cc1 (stereo not given)
    2&1, -1&-3, 8&-7, 0, 2, 6, 2, -4, -2
- CCN1CCN(C(=O)c2ccc3c(=O)n(C4CCCC4)c(=S)[nH]c3c2)CC1
    19, 7, 8, 5, -1, 2, -2, 3, -3
- COc1cc(C(=O)N2CCN(Cc3ccc4c(c3)OCO4)CC2)cc(OC)c1OC
    2, 0, 0, 12, 0, 2, 4, 0, 6
- O=C(O)c1ccc2c(c1)C(=O)N(c1cc(C(=O)O)ccc1Br)C2=O
    4, 0, 0, -3, 0, 1, 0, -4, 4
- COc1ccc(CCC(=O)N2CCN(S(=O)(=O)c3ccc(C)cc3)CC2)cc1
    2, 0, 1, /, 2, -3, -12, -1, 2
- Cc1c(C)c2c(C)nn(-c3ccccc3)c2[nH]c1=O
    7, 1, 8, 0, 3, -6, 1, -2, -3
- COc1ccc(C(=O)N2CCC3(CC2)NCCc2[nH]cnc23)cc1OC
    13, 13, 4, 4, -1, 2, -5, -3, 4
- CCCC(O)(CCN1CCCCC1)c1ccc(OCC)cc1 (stereo not given)
    3, 4, 4, -4, -8, 3, -2, -1, 3
- Cc1cc(NC(=O)c2cccc(S(=O)(=O)N3CC(c4ccccc4)CC3=O)c2)no1 (stereo not given)
    3, 1, -2, -9, 3, -7, -4, -4, -12
- CCN(C(=S)Nc1cccnc1)c1cccc2ccccc12
    0, -1, 1, 14, 7, 1, -11, 2, 0
- CC1CCN(S(=O)(=O)c2ccc3[nH]c(=O)ccc3c2)CC1
    20, 2, -4, 7, -3, -3, -3, -1, 2
- CC(OC(=O)Cn1[nH]c(=O)c2ccccc2c1=O)C(=O)Nc1ccc(F)cc1 (stereo not given)
    3, 6, -3, 4, -1, 3, -4, 0, 5
- CC(C)NC(=O)c1onc(CSc2ccc(F)c(F)c2)c1C(=O)NC(C)C
    12, 10, -1, 5, -1, -4, 2, -2, 4
- COc1cccc(-n2c(=O)n(Cc3ccccc3)c(=O)c3[nH]cnc32)c1
    2, -5, -3, -1, 2, 2, 4, 1, 2
- CC(=O)N/C(=C/c1ccc2c(c1)OCO2)C(=O)NC(Cc1ccccc1)C(=O)O (stereo not given)
    7, 1, -2, 13, 4, 3, 4, 0, 2
- CCn1c(NCc2ccc(N(C)C)cc2)nc2ccccc21
    5, 10, -5, 4, 0, -3, -6, 0, 2
- CCCn1c(=O)c(C(=O)NNS(=O)(=O)c2ccc(C)cc2)c(O)c2ccccc21
    0, 9, -2, -9, 1, 6, -6, -2, 20
- COc1ccc2cc(C[C@@H]3CC[C@@H](CNC(N)=O)O3)ccc2c1
    0, 8, -2, /, /, /, 2, /, 6
- O=C(c1ccco1)N1CCN(Cc2ccc(Cl)cc2)CC1
    5, 5, -6, 4, -1, 4, 1, -2, 2
- CCOC(=O)c1ccc(NC(=S)NCCc2ccccc2F)cc1
    -4, 1, -3, -1, -11, -5, -3, -10, 4
- CCCC1=[N+](CC)CCn2c(C)ccc21
    0, 1, 4, -4, -2, -2, 0, 1, 5
- COc1ccc(Cl)cc1NC(=O)CN(C)CC(=O)N(CC(C)C)c1c(N)n(CC(C)C)c(=O)[nH]c1=O
    2, 4, -6, /, /, /, -6, /, 4
- CC(C)[C@H](NC(=O)C1CC(=O)N(c2ccc3c(c2)OCCO3)C1)C(=O)NC1CCCC1 (stereo not given in full)
    4, 9, -6, -4, -5, 0, -2, 3, 3
- CC(/C=N/NC(=S)Nc1cccc(S(=O)(=O)N(C)C)c1)c1ccccc1 (stereo not given)
    9, 2, 1, 3, 2, -3, -7, 2, 7
- O=C1CC(=O)N2N=C(c3ccc([N+](=O)[O-])cc3)SC2=N1
    0, 11, 26, 4, 7, 0, 5, -2, 10
- O=C(NCCC1=CCCCC1)c1cnccn1
    8, -4, -2, -2, -2, -8, 5, -4, -3

Some of the compounds tested; count on the stated rates, not on these rows.
